Assay outcomes: PubChem BioAssay, several laboratories
OXTR ag – human OXTR agonism; actives 0.32% (n = 320,000); activation, % at 3 µM; AID 2435; CHO-OTR cells, Fluo-8 calcium fluorescence; normalized: DMSO 0%, oxytocin 100%;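 active = activation above the mean of all tested compounds plus 3 SD, cutoff set per screening run, cut at about 20% in these data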;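 also: peak over basal fluorescence ratio from a 100 s FLIPR kinetic read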
Target sequence (P30559 whole entry, looked up): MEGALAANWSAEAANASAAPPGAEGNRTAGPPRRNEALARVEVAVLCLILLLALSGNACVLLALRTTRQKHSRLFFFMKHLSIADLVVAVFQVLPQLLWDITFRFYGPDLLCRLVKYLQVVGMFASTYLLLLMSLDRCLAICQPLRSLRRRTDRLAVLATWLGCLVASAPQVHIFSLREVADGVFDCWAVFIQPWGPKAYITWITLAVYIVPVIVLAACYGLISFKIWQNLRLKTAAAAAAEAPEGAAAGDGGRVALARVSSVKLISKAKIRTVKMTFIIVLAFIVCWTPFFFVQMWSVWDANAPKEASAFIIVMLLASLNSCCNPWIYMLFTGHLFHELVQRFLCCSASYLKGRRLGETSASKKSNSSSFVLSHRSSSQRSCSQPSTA
V1aR counter – counter-screen for oxytocin receptor agonists: human V1a receptor agonists | P37288 | CHO-V1R cells, Fluo-8 calcium fluorescence, agonist mode; 0% DMSO, 100% 3 nM vasopressin | activation, % at 3 µM | actives 0.25% (n = 320,000);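 active = activation above the mean activation of all tested compounds plus 3 SD, per screening run, cut at about 20% in these data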;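 also: signal is peak over basal fluorescence ratio across a 100 second FLIPR read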
IMP-1 inhibitor – inhibitors of Pseudomonas aeruginosa IMP-1 metallo-beta-lactamase; purified IMP-1, nitrocefin hydrolysis, epi-absorbance fluorescence; inhibition, % at 5.6 µM; actives 0.45% (n = 290,000);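 active = inhibition above the mean plus 3 SD of all compounds in the same screening run, cut at about 4.5% in these data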;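 also: 0% = IMP-1 with DMSO and 100% = DMSO wells lacking enzyme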
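system = purified recombinant IMP-1 beta-lactamase | amount = 0.2 nM IMP-1, as dispensed | medium = HEPES buffer pH 7.1 with ZnSO4 and Brij 35 | times = 25 °C, 15 min preincubation, 25 min reaction | detection = plate fluorescence quenching by hydrolysis product, ex 480/em 530 nm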
PHOSPHO1 block – blocks human PHOSPHO1 phosphatase activity; recombinant PHOSPHO1, absorbance phosphatase assay; inhibition, % at 13.3 µM; AID 1565; actives 1.1% (n = 290,000); in the data active = inhibition above about 60%
Target sequence (Q8TCT1 whole entry, looked up): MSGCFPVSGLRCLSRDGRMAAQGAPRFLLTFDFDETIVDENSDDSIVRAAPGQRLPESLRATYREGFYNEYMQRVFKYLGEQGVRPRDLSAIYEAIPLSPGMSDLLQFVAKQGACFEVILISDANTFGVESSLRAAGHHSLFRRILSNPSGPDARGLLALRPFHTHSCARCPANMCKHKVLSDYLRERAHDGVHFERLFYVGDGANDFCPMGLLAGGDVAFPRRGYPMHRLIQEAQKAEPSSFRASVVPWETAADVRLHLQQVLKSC
GalR3 antagonist – antagonists of human GalR3; O60755; actives 0.44% (n = 360,000); AID 651719; HEK293 GalR3-CNG cAMP membrane potential fluorescence; galR3 body fused to GalR1 C-terminus; inhibition, % at 3 µM;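 active = inhibition above the screen-wide average plus 3 SD, cut at about 13% in these data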;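 also: forskolin and galanin both at EC90 stimulate the cells; cAMP rise reported by CNG channel membrane potential dye signal; 0% = forskolin plus galanin with DMSO and 100% = forskolin alone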
Target sequence (O60755 1-299 limits assumed): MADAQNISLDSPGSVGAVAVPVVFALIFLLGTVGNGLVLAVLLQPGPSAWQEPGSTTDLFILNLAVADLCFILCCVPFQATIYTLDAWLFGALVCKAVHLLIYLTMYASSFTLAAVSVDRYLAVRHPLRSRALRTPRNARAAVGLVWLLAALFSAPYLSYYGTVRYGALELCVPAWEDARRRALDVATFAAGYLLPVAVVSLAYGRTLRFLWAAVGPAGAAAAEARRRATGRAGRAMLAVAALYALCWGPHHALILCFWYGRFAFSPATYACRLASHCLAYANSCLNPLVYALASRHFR
DNA FID counter – counter-screen for HCV NS3 helicase inhibitors: DNA intercalator displacement; DNA fluorescent intercalator displacement, fluorescence; inhibition, % at 7.9 µM; AID 1845; actives 0.17% (n = 290,000); in the data active = inhibition above about 37%;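 also: 0% = vehicle and 100% = reference compound; higher means more ethidium bromide displaced from hairpin DNA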
GPR7 antagonist – human neuropeptides B/W receptor 1 antagonism. inhibition, % at 4.4 µM. GPR7-expressing cells, fluorescence antagonist assay. actives 1.1% (n = 290,000); in the data active = inhibition above about 16%, passing the limit was not always enough;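 also: cells stimulated with the agonist NPW; 0% = agonist with vehicle and 100% = vehicle without agonist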
NS3 helicase inh – HCV NS3 helicase inhibition. NS3 helicase DNA unwinding, Cy5 molecular beacon fluorescence. inhibition, % at 10.9 µM. actives 0.56% (n = 290,000). AID 1800;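 active = inhibition above the mean of all tested compounds plus 3 SD, set per campaign, cut at about 35% in these data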;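 also: 0% = DMSO wells and 100% = thioflavine S control wells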
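System: Hepatitis C virus NS3 helicase domain fragment enzyme | Reagent: Annealed dual-labelled DNA beacon duplex, ATP-started | Compound dosing: 10.9 µM single point, 0.8% DMSO | Incubation: 1 h reaction at 25 °C, ATP-initiated | Technique: Cy5 fluorescence | Evaluation: Percent inhibition from t60/t0 fluorescence ratio | Benchmarks: Low DMSO, high thioflavine S at 110 µM | Replication: Singlicate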
VIM-2 inhibitor – blocks Pseudomonas aeruginosa VIM-2 metallo-beta-lactamase; purified VIM-2, nitrocefin hydrolysis, epi-absorbance fluorescence; inhibition, % at 5.6 µM; actives 0.89% (n = 290,000); AID 1527;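 active = inhibition above the mean of all tested compounds plus 3 SD, cutoff set per screening run, cut at about 7.5% in these data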;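 also: red hydrolysis product quenches plate fluorescence so inhibitors raise well fluorescence; 0% = enzyme with DMSO and 100% = DMSO without enzyme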
Numbers without * were called inactive; nt = no result given. Rows are unselected (roughly 4.3% active in at least one column).

SMILES | OXTR ag | V1aR counter | IMP-1 inhibitor | PHOSPHO1 block | GalR3 antagonist | DNA FID counter | GPR7 antagonist | NS3 helicase inh | VIM-2 inhibitor
CC1CCN(C(=O)c2cc(-c3ccc(Cl)c(Cl)c3)on2)CC1 | -0.4 | -1.3 | -2.3 | -1 | -4 | -4 | -8 | 6 | -2.2
N=c1c2c(ncn1CCCO)Oc1c(ccc3ccccc13)C2c1ccccc1 (stereo unspecified) | -1.7 | -0.4 | -3.6 | 46 | -4 | -16 | 6 | -16 | -2.6
Cc1ccc(-n2nnnc2SCc2ccc(C(=O)O)cc2)cc1C | 5.5 | 4.5 | -4.6 | 11 | -5 | -32 | 13 | 37* | -2.8
Cc1[nH]c(=O)[nH]c(=O)c1/C=N/NC(=O)[C@H](C)NC(=O)OC(C)(C)C | -1.1 | 1.5 | -0.1 | -9 | nt | 6 | -9 | -5 | -0.1
C=CCN1C(=O)c2ccc(C(=O)NCCc3ccc(F)cc3)cc2C1=O | -0.9 | 1.2 | -1.6 | 20 | -2 | -16 | -14 | -2 | -1.8
CNCc1ccccc1Sc1ccc(O)c(O)c1 | 0.9 | 0.2 | -3.4 | -5 | -1 | -11 | -12 | 33 | -1.7
CC(=O)c1cccc(CN2CCN(CC=C(C)C)C(CCO)C2)c1 (stereo unspecified) | 0.8 | 1.0 | -3.3 | 32 | 16* | 3 | -13 | 2 | -3.4
Cn1ccnc1SCC(=O)c1cccc(C(F)(F)F)c1 | -0.1 | -0.1 | -3.2 | 15 | 0 | -10 | -13 | -1 | 3.8
CC(c1ccccc1)n1c(-c2ccncc2)n[nH]c1=S (stereo unspecified) | 1.5 | 1.5 | -2.6 | -17 | -1 | -6 | -9 | 1 | 0.9
CCn1c(SCC(=O)NNC(=O)Cc2ccccc2)nnc1-c1ccccc1 | -0.5 | 0.3 | -3.3 | 22 | -7 | -28 | 8 | 0 | -3.6
CCCN1C(=O)S/C(=C/c2ccc(N3CCOCC3)o2)C1=O | 20* | 7.0 | 2.8 | -42 | -6 | -20 | 2 | 25 | 0.8
CCNc1nc(NCC)n2c(SCC(=O)c3ccccc3F)nnc2n1 | -0.7 | -0.2 | -2.6 | -54 | -4 | -13 | -18 | 0 | -0.9
Cc1ccc(CC(=O)Nc2cc(C)on2)cc1 | 1.3 | 16 | -0.6 | 6 | nt | -1 | -14 | 7 | -2.4
COc1cccc(OCCCN2CCCCC2)c1 | 0.5 | 1.2 | -0.4 | -4 | -8 | 11 | -4 | 0 | 0.5
Cc1[nH]c(C)c(S(=O)(=O)N2CCN(c3ccccc3)CC2)c1C(=O)N1CCCCC1 | 0.4 | 0.7 | 1.4 | 14 | -8 | -23 | 5 | 5 | 1.9

Three compounds picked at random from those above, as already listed:
SMILES | OXTR ag | V1aR counter | IMP-1 inhibitor | PHOSPHO1 block | GalR3 antagonist | DNA FID counter | GPR7 antagonist | NS3 helicase inh | VIM-2 inhibitor
Cc1ccc(CC(=O)Nc2cc(C)on2)cc1 | 1.3 | 16 | -0.6 | 6 | nt | -1 | -14 | 7 | -2.4
CCn1c(SCC(=O)NNC(=O)Cc2ccccc2)nnc1-c1ccccc1 | -0.5 | 0.3 | -3.3 | 22 | -7 | -28 | 8 | 0 | -3.6
Cn1ccnc1SCC(=O)c1cccc(C(F)(F)F)c1 | -0.1 | -0.1 | -3.2 | 15 | 0 | -10 | -13 | -1 | 3.8

Next records:
SMILES | OXTR ag | V1aR counter | IMP-1 inhibitor | PHOSPHO1 block | GalR3 antagonist | DNA FID counter | GPR7 antagonist | NS3 helicase inh | VIM-2 inhibitor
CS(=O)(=O)N1CCc2cc(S(=O)(=O)NCCNS(=O)(=O)c3ccc4c(c3)CCN4S(C)(=O)=O)ccc21 | 1.2 | 1.8 | -2.0 | 12 | -2 | 1 | -10 | -8 | 0.5
CC(=O)c1ccc(N(CC(=O)NC2CCCCC2)C(=O)c2csnn2)cc1 | 1.1 | -0.5 | -1.4 | 23 | -5 | -6 | -1 | 4 | -4.6
CCOC(=O)CCNC(=O)N1CCCC(C(=O)c2ccccc2SC)C1 (stereo unspecified) | -0.6 | -0.1 | -4.8 | 20 | 0 | -11 | 3 | 5 | -4.0
COc1ccc(OC)c(S(=O)(=O)N2CCN(C(=O)c3ccco3)CC2)c1 | -1.5 | -0.2 | -3.2 | nt | -2 | -12 | 2 | -5 | 0.8
O=C(CCC1CCCN(C(=O)Cc2cccc(F)c2)C1)N1CCN(c2ccccn2)CC1 (stereo unspecified) | -0.2 | -0.9 | -1.3 | -5 | 7 | -38 | -15 | 11 | -1.2
O=S(=O)(NCC1CCCO1)c1cc(Cl)ccc1Br (stereo unspecified) | -0.9 | -0.6 | -1.5 | 33 | -8 | 11 | -5 | -2 | 0.2
O=C(NCCCN1CCCCC1)C1CCN(S(=O)(=O)N2CCC3(CC2)OCCO3)CC1 | 0.1 | 1.3 | -0.4 | 16 | -9 | 8 | -9 | 4 | -1.8
CC(=O)c1c(C)nc2cc(Cl)ccc2c1N | 0.0 | 1.1 | 0.3 | -10 | -2 | 4 | 5 | 0 | -0.2
Cc1onc(-c2ccccc2)c1C(=O)Nc1ccc(C(=O)N2CCCCC2)cc1 | 2.7 | 0.2 | -3.2 | 41 | -11 | -35 | -11 | 0 | -0.5
COc1ccc(-c2csc(NC(=O)CN3C(=O)CCC3=O)n2)c(OC)c1 | -1.0 | 0.0 | -3.6 | -14 | -1 | -9 | 13 | -6 | -1.8
CCn1c(SCC(=O)N(Cc2ccccc2)C2CCS(=O)(=O)C2)nc2ccccc2c1=O (stereo unspecified) | -1.1 | 1.0 | -2.6 | 63* | -5 | -42 | 9 | -1 | -1.8
COc1ccc(N(CC(O)Cn2c3ccccc3c3ccccc32)S(=O)(=O)c2ccccc2)cc1 (stereo unspecified) | 1.6 | 2.2 | -1.7 | -14 | -3 | -4 | 2 | -22 | -0.3
Cc1ccc(NC(=O)c2ccc(NCCc3ccccc3)c([N+](=O)[O-])c2)cc1F | -0.1 | 1.0 | -1.9 | 0 | -9 | 0 | 4 | 18 | -5.8
Cc1cccc(OCC(=O)NCc2nc(-c3ccccc3)no2)c1 | -1.2 | 0.9 | -2.3 | 8 | -2 | -37 | -5 | 2 | 0.4
COC(=O)[C@H](Cc1ccccc1)NC(=O)NCc1ccc(C)cc1 | 2.4 | 2.4 | -2.0 | 28 | -5 | -14 | 3 | 0 | 0.7
COc1cccc2c1Oc1ncccc1N(C(=O)CCC(=O)NCc1ccc(C)cc1)C2 | -3.1 | -1.3 | -4.2 | 22 | -3 | -38 | -8 | 8 | -1.1
O=C(CN1CCN(S(=O)(=O)c2ccc(F)cc2)CC1)c1ccc(O)c(O)c1 | 2.6 | 0.2 | -1.7 | -1 | -2 | 2 | -6 | 8 | -2.0
Cc1cc(C)cc(OCC(=O)O/N=C(\N)c2ccccn2)c1 | -0.8 | 4.8 | -3.3 | 10 | -5 | -19 | -2 | 0 | -2.4
COc1cccc(Nc2ccc(Nc3cccc(OC)c3)nn2)c1 | -0.8 | -1.1 | -1.6 | 1 | -1 | 4 | -3 | 2 | -3.0
CC1CCCCN1CC(O)COc1ccc(OCC(O)CN2CCCCC2C)cc1 (stereo unspecified) | 0.1 | 0.0 | -0.9 | 30 | -5 | 8 | -10 | 7 | 0.1
COc1ccc(CNC(=O)CSc2n[nH]c(N)n2)cc1OC | 0.8 | -0.1 | -3.4 | 12 | -8 | -4 | -4 | -3 | 0.0
Cc1ccc(NC(=O)COc2ccc(/C=N\NC(=O)c3cccnc3)cc2)cc1C | nt | nt | -0.4 | 17 | nt | -29 | -8 | -12 | 2.3
Cc1cc(NC(=O)c2ccc3c(c2)C(=O)N(Cc2cccnc2)C3=O)no1 | -1.3 | -0.1 | -4.5 | 3 | -5 | -15 | -6 | -1 | -5.4
CC(C)n1c(SCC(=O)Nc2ccc(F)cc2)nnc1C1CC1 | -0.7 | -0.1 | -1.1 | 36 | -4 | -11 | -8 | 5 | -1.9
CCc1cccc(NC(=O)CCCn2nc(CC)n3c(cc4occc43)c2=O)c1 | -0.6 | -0.6 | -2.8 | 27 | -7 | -59 | -9 | 17 | -0.6
COc1ccc(/C=C/C(=O)O)cc1S(=O)(=O)NCC1CCCO1 (stereo unspecified) | 0.8 | 0.3 | -1.6 | 16 | 0 | -5 | -6 | 3 | -1.6
Cc1ccc2c(c1)CCCN2C(=O)CSc1ccccc1 | -2.4 | -0.4 | -2.9 | 17 | -3 | -33 | -8 | 6 | -0.2
CN(c1cccc(NC(=O)c2ccccc2N(Cc2ccccc2)S(C)(=O)=O)c1)S(C)(=O)=O | 0.3 | 0.5 | -1.3 | 25 | -7 | -30 | -12 | 4 | -1.7
Cc1cc(C)n2nc(SCc3ccc(F)cc3Cl)nc2n1 | -0.3 | 1.4 | -2.6 | 28 | -11 | -27 | -12 | 3 | -2.7
Cc1cc2cc(C)c3nnc(SCC(=O)Nc4ccc(S(=O)(=O)N5CCCCC5)cc4)n3c2cc1C | -0.7 | 0.2 | -3.5 | -1 | -4 | 1 | 0 | 14 | -0.9
Cc1cc(C)cc(OCCCOc2cccc3cccnc23)c1 | -0.8 | -0.3 | -2.6 | 7 | 4 | -20 | 12 | -13 | -0.9
CCCn1c(C)cc(C(=O)CN2C(=O)c3cccc(N)c3C2=O)c1C | 2.5 | 0.4 | -1.5 | -4 | 1 | -3 | -7 | -12 | -1.0
CCCCS(=O)CC(O)COCC (stereo unspecified) | 1.1 | 0.1 | -3.1 | 2 | -11 | -4 | 0 | 1 | -2.3
COc1cc(C)ccc1Oc1ncnc(N)c1[N+](=O)[O-] | -0.4 | -0.5 | -1.4 | 25 | -8 | -6 | 51* | 4 | -1.2
COc1cc2c(cc1OC)C1=C(C#N)COCN1CC2 | -0.1 | 2.1 | -4.0 | 55 | 7 | 4 | -12 | -5 | 0.9
O=C(c1cc(-c2ccncc2)nc2ccccc12)N1CCN(c2ccccc2O)CC1 | 2.3 | 0.9 | -2.1 | 9 | 1 | -36 | -3 | -6 | 0.7
Cc1cc(C)nc(SCC(=O)Nc2ncc(Cc3cccc(Cl)c3)s2)n1 | 1.3 | 2.1 | -2.1 | -2 | 0 | -4 | -6 | -6 | 1.6

Entries of single compounds, looked up by structure. Order of values: OXTR ag, V1aR counter, IMP-1 inhibitor, PHOSPHO1 block, GalR3 antagonist, DNA FID counter, GPR7 antagonist, NS3 helicase inh, VIM-2 inhibitor
Cc1cc(C)nc(SCC(=O)Nc2ncc(Cc3cccc(Cl)c3)s2)n1 is listed with 1.3, 2.1, -2.1, -2, 0, -4, -6, -6, 1.6
Cc1cc(C)cc(OCCCOc2cccc3cccnc23)c1 is listed with -0.8, -0.3, -2.6, 7, 4, -20, 12, -13, -0.9
O=C(c1cc(-c2ccncc2)nc2ccccc12)N1CCN(c2ccccc2O)CC1 is listed with 2.3, 0.9, -2.1, 9, 1, -36, -3, -6, 0.7
COc1cc(C)ccc1Oc1ncnc(N)c1[N+](=O)[O-] is listed with -0.4, -0.5, -1.4, 25, -8, -6, 51*, 4, -1.2
